5HT1a antag: human 5-HT1a receptor antagonists, primary screen, cell-based, CHO, Ga15 NFAT-bla reporter; 5-hydroxytryptamine receptor 1A (Homo sapiens), P08908; inhibition, % at 10 µM; CHO 5-HT1a Ga15 NFAT-bla reporter, antagonist mode; 62,000 tested, 0.68% active;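 active = inhibition above the mean of all tested compounds plus 3 SD, cut at about 43% in these data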;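 note: receptor stimulated by 5-CT agonist at 100 nM near EC80; beta-lactamase reporter measured by ratiometric fluorescence of a cleavable substrate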
RORa activator: activators of orphan receptor RORA, primary screen, cell-based, luminescence | Nuclear receptor ROR-alpha (Homo sapiens), P35398 | CHO-K1 Gal4-RORA LBD luciferase reporter; percent increase over mock-subtracted basal signal | activation, % at 10 µM | 65,000 tested, 1.5% active | AID 560, 2006;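 active = activation above the mean of all tested compounds plus 3 SD, cut at about 49% in these data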;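 note: 0% = DMSO-treated RORA cells and 100% = added signal equal to DMSO minus mock-transfected cells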
Target sequence (P35398 whole entry, looked up, the tested form may be a part): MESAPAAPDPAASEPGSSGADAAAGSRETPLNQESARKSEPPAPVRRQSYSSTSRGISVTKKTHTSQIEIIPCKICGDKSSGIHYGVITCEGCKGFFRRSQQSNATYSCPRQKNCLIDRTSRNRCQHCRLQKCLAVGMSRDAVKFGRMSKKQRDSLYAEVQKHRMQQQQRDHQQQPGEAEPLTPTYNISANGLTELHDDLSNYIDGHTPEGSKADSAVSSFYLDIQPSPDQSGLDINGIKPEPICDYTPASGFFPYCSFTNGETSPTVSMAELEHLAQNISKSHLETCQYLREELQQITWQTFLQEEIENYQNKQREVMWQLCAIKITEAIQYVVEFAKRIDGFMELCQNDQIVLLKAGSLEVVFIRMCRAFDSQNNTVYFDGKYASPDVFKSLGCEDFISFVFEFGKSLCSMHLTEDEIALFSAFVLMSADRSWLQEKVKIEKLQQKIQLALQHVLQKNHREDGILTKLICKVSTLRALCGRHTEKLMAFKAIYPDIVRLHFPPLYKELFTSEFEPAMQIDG
5HT1E antag: 5-HT1E receptor antagonists, primary screen, cell-based, HTS; inhibition, % at 6 µM; CHO 5-HT1E Ga15 NFAT-bla reporter, FRET, antagonist; 65,000 tested, 0.99% active; 5-hydroxytryptamine receptor 1E (Homo sapiens), P28566;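 active = inhibition above a set limit, the mean inhibition across every tested compound plus 3 SD, cut at about 29% in these data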;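 note: signal is the 460 over 535 nm emission ratio of beta-lactamase substrate; 0% = agonist plus DMSO wells and 100% = wells without agonist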
S1P1 ag-PAM: S1P1 agonists and agonism potentiators, primary screen, cell-based, primary and confirmation screens, CRE-bla reporter | Sphingosine 1-phosphate receptor 1 (Homo sapiens), P21453 | S1P1 CRE-bla cells, forskolin, beta-lactamase FRET, potentiator mode; S1P1 agonist co-added at EC20, 2 nM; 100% = saturating reference agonist, 0% = basal | activation, % at 9.5 µM | 56,000 tested, 0.57% active;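 active = activation above a cutoff set at the mean activation of all tested compounds plus 3 SD, cut at about 54% in these data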;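 note: forskolin at 4 µM as EC80 and the EC20 agonist is SEW2871; 100% = SEW2871 at its EC100 plus forskolin at EC80; some compounds past the cut are filed as inactive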
Ecoli tolC: growth inhibitors of E. coli tolC mutant, primary screen, strain BW25113 ΔtolC::kan, 384-well. OD615. 65,000 tested, 2.2% active. growth inhibition, % at 10 µM (by protocol);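 active = growth inhibition at or above a cutoff equal to the mean over every tested compound plus 3 SD, cut at about 60% in these data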;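 note: growth measured after 20 h incubation at 37 °C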
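Doses: one dose of 10 µM final / Material: E. coli BW25113 ΔtolC::kan, tolC deletion mutant strain / Buffer or medium: LB with kanamycin 50 µg/mL / Evaluation: percent growth inhibition / Detection: optical density read at 615 nm / Incubation: 37 °C, 20 h exposure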
SF-1 act: activators of human SF-1, primary screen, cell-based, CHO-K1, Gal4-SF-1 LBD, luciferase luminescence | 65,000 tested, 1.9% active | AID 522, 2006 | activation, % at 10 µM | Steroidogenic factor 1 (Homo sapiens), Q13285 | CHO-K1 Gal4-SF-1 LBD luciferase reporter; % increase over DMSO SF-1-specific signal;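 active = activation above the mean activation of all tested compounds plus 3 SD, cut at about 50% in these data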
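Material: Gal4–SF-1 LBD one-hybrid luciferase reporter in CHO-K1 cells | Amount: 4,000 cells per well | Compound dosing: 10 µM single point, 1% DMSO | Schedule: 20 h compound treatment, 37 °C | Measured by: SteadyLite luciferase luminescence | Evaluation: Percent activation versus DMSO | Control set: DMSO-treated SF-1-transfected cells as negative, DMSO-treated mock-transfected cells lacking SF-1 as background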
5HT1E ag: 5-HT1E receptor agonists, primary screen, cell-based, HTS; 5-hydroxytryptamine receptor 1E (Homo sapiens), P28566; activation, % at 6 µM; 65,000 tested, 0.69% active; CHO 5-HT1E Ga15 NFAT-bla reporter, FRET; 0% DMSO wells, 100% control agonist wells;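 active = activation above a set limit, the screen-wide mean activation plus 3 SD, cut at about 8.5% in these data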;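 note: 100% = positive control agonist at 1 µM giving full maximal response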
S1P3 agonist: human S1P3 receptor agonists, primary screen, cell-based, primary and confirmation, NFAT-BLA reporter; Sphingosine 1-phosphate receptor 3 (Homo sapiens), Q99500; activation, % at 4.5 µM; S1P3 NFAT-BLA reporter cells, agonism, FRET ratio; relative to 1 µM S1P, basal subtracted; AID 373, 2006; 60,000 tested, 0.1% active;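 active = activation above the screen-wide mean plus 3 SD, cut at about 4.5% in these data, passing the limit was not always enough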; note: some compounds called inactive have numbers as strong as hits
Target sequence (Q99500 whole entry, looked up): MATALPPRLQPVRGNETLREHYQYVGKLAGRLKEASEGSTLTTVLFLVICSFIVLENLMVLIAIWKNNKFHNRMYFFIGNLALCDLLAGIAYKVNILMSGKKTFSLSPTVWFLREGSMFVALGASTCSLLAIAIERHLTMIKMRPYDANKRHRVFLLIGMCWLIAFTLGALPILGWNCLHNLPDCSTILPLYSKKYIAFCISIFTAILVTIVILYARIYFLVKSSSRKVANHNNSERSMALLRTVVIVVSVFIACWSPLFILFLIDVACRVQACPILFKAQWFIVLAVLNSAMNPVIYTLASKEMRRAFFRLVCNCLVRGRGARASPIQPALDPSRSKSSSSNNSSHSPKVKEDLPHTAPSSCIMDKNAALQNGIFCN
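Assay system: stable CHO line with human S1P3, Gα16, NFAT-BLA reporter; Detection: FRET β-lactamase substrate fluorescence, excitation 405 nm, 460/535 nm emission ratio, background-subtracted; Read-out: percent activation versus median 1 µM S1P response, basal-subtracted, per plate; Incubation: cells plated overnight, compound 4 h 37 °C, substrate 2 h RT.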
AP ELISA ortho: alternative complement pathway inhibitors, primary screen, biochemical, ELISA, human serum, orthogonally pooled compounds; AID 1235, 2008; LPS-coated ELISA, C3 deposition; tested in compound mixtures; 62,000 tested, 0.08% active; inhibition, % at 5 µM;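 active = inhibition above 30% in each of the two pooled mixtures holding the compound, so the lower value exceeds 30%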;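 note: 0% = serum in Mg-EGTA without compound and 100% = EDTA serum blank; some compounds past the cut are filed as inactive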
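Assay system: human serum alternative complement pathway, C3 deposition on LPS-coated wells; Dosing: 5 µM per compound in ten-compound mixtures; Detection: Anti-C3 ELISA, OD 450 nm; Buffer or medium: Mg2+-EGTA GVB++ buffer containing human serum at 1:15 dilution; Timing: 1 h at 37 °C; Replication: two different pools per compound.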
* = called active by the depositor; . = not tested or not shown.

Results follow in this order: 5HT1a antag, RORa activator, 5HT1E antag, S1P1 ag-PAM, Ecoli tolC, SF-1 act, 5HT1E ag, S1P3 agonist, AP ELISA ortho
- COc1cc(OC)cc(OCC(O)Cn2ccnc2)c1 (centres undefined)
  -3, -3, -4, -12, -16, -4, 0.6, -0.1, 21
- CCOc1ccc(NC(=O)C2CC=CCC2C(=O)O)cc1 (centres undefined)
  -5, -8, -8, 14, -9, -2, 0.0, 0.7, 15
- Cc1ccc(Cn2c(SCCN3CCOCC3)nc3c2c(=O)n(C)c(=O)n3C)cc1
  -4, 10, 3, ., 11, -2, 0.7, ., 8
- COCCN(CCOC)S(=O)(=O)c1ccc(C(=O)NC2CCN(Cc3ccccc3)CC2)cc1
  -2, -2, 8, -2, -10, 4, -0.1, -0.7, 15
- Cc1nn(C)c(C)c1S(=O)(=O)N1CCC(C(=O)NC2CCCCC2)CC1
  -11, 18, -2, 7, -24, 19, -0.7, 0.8, 6
- Cc1ccc2[nH]c3c(c2c1)CN(C(=O)CN1CCN(c2ccccc2F)CC1)CC3
  1, 3, -6, 0, 21, 5, 0.3, -0.9, 12
- Cc1cccc(NC(=O)Nc2cccc(F)c2)n1
  14, 46, 4, -26, 10, 18, 0.2, -1.3, 3
- COCCOC(=O)c1c(C)oc2ccc(NS(=O)(=O)c3ccc(C(=O)O)cc3)cc12
  -22, -6, 3, -13, 1, -8, 0.3, -0.3, .
- O=C(C1CCN(S(=O)(=O)c2cccc3cccnc23)CC1)N1CCn2c1nc1ccccc12
  -22, 8, -2, -10, 5, -1, 0.4, 0.6, 16
- COc1ccc(-n2c(Cc3cccn3C)nnc2SCC(=O)Nc2cccc(C)c2C)cc1
  7, 4, -3, 15, 24, 0, -0.3, -1.1, 1
- C=CCc1c(C)nc(SCc2nc3ccccc3c(=O)[nH]2)[nH]c1=O
  -11, 4, 6, -80, 100*, 9, 0.0, -0.3, 6
- CC(C)C[C@H](NC(=O)NCCc1ccc(Cl)cc1)C(=O)O
  -12, -13, 0, 7, -13, -11, -1.8, -0.8, 24
- CCN(CC)CCNC(=O)c1ccc2c(=O)n(CCc3ccccc3)c(=O)[nH]c2c1
  -9, 5, -2, ., 16, -8, -0.5, ., 6
- O=C(Cn1cccc1)Nc1ccc(OC(F)(F)F)cc1
  -1, 24, 13, 5, 3, 10, -1.6, -0.9, 8
- CN(Cc1nnc(SCC(=O)NCCc2ccccc2)n1C)S(=O)(=O)c1ccccc1
  -11, -15, -4, 2, 6, -12, -0.4, 0.0, 18
- CCOc1ccccc1N1CCN(C(=O)c2ccccc2)CC1
  -1, -11, 2, 8, 9, -2, 0.5, -1.5, 13
- COc1cc2c(cc1OC)CN(C(=O)c1cccs1)CC2
  -8, -10, -1, -22, -6, 3, 0.2, -0.2, -4
- Cn1c(C(=O)OC(C(=O)NC2CCCC2)c2cccnc2)cc2sccc21 (centres undefined)
  16, -7, -15, -3, -8, -15, 0.1, 0.3, 5
- O=C(NC(=O)c1ccc(Cl)cc1)Nc1cc(N2CCCCC2)ncn1
  -1, 12, 5, -7, -7, 6, 0.4, -1.0, 5
- O=C(CSc1ncnc2ccccc12)NCc1ccco1
  -15, -10, -6, 19, -13, -10, 0.6, 0.2, 2
- O=C(CSc1nnc(CNC(=O)c2ccccc2F)o1)c1ccccc1
  4, -2, -1, ., -2, 17, 0.5, ., 13
- COC(=O)c1ccc(NC(=O)CN2CCN(c3ccc(Cl)cc3)CC2)cc1
  -4, 2, 0, 7, -22, 15, -0.4, -0.8, 12
- Cc1ccc(C(C)C)c(OCCn2c(=O)oc3ccccc32)c1
  24, -29, 27, 6, 40, -16, -1.0, 0.0, -11
- CC(=O)NC1(c2cccc(F)c2)CCN(CC(=O)NC2CCCCC2)CC1
  -6, -17, 6, -10, -11, 13, -0.2, -0.1, .
- CSc1nc(N2CCOCC2)c2ccccc2n1
  4, -4, 13, -15, 6, 11, 0.8, -0.4, 4
- CC(C)C(NC(=O)c1ccccc1)C(=O)NC1=NCCS1 (centres undefined)
  3, -1, -3, ., -13, 1, 0.1, -0.7, 10
- CC(=O)NC(C1C(=O)CC(C)(C)CC1=O)(C(F)(F)F)C(F)(F)F
  1, 18, -12, -6, -22, 7, -0.8, -0.1, -7
- O=C(O)C1CCCCC1C(=O)Nc1cnn(Cc2ccccc2)c1 (centres undefined)
  -11, 14, 4, 5, -24, 11, -0.3, -1.3, 8
- COc1ccc(OC)c(S(=O)(=O)Nc2cc(Cl)cc(Cl)c2)c1
  -2, 3, -3, -13, 2, -7, 0.3, -1.7, 14
- O=C(CN1CCN(c2ccccc2)CC1)N1CCN(c2ccccc2)CC1
  -5, -9, -5, 32, 8, -14, 1.1, -1.5, 11
- CC1=CC(C)(C)C(C(=O)O)C(C(=O)O)C1 (centres undefined)
  2, -5, 1, 11, -10, -2, 0.1, -0.7, -18
- O=C(OCC(=O)c1ccco1)c1ccc2ncsc2c1
  10, 2, -1, 13, 7, 1, -1.1, -0.3, 14
- O=C(CN1CCOCC1)Nc1ccc(C2CCCCC2)cc1
  -13, -3, 0, -1, -4, 26, -0.2, 0.3, 12
- CC1(C)CC(CCNC(=O)c2ccc(-n3cnnn3)cc2)CC(C)(C)N1
  -5, -20, -3, -2, -21, -10, -0.5, 0.5, 3
- O=C(COC(=O)c1cnccn1)Nc1ccc2c(c1)OCO2
  11, 17, -11, ., 6, 18, 0.0, ., 9
- OC1CC(c2ccco2)NC2(CCCCC2)C1 (centres undefined)
  8, -7, -6, ., -8, 5, 0.0, ., 9
- COc1ccc(N2C(=O)CC(n3c(CCCCO)nc4ccccc43)C2=O)cc1 (centres undefined)
  -6, 0, -2, ., -17, 4, 0.3, -0.2, 15
- COCCOC(=O)C1=C(C)Nc2nc(C)nn2C1c1ccccc1 (centres undefined)
  6, -5, 2, 4, 0, 5, -0.2, -1.4, -19
- Cn1c(=O)c2c(nc(OCc3cccnc3)n2Cc2ccccc2)n(C)c1=O
  ., -21, 4, 6, 8, 6, 0.6, -2.0, .
- O=C(Nc1ccc2c(c1)OCO2)c1noc2c1CCCCC2
  -7, 14, -2, 14, 4, 18, -1.0, -0.3, 6
- COCCCN1C(=O)c2ccc(C(=O)Nc3ccc(OC)cc3OC)cc2C1=O
  2, -27, -4, -14, -4, -9, -0.6, -0.4, 15
- Cn1c(=O)[nH]c(=O)c2c1nc(NCc1ccccc1)n2CC(O)c1ccccc1 (centres undefined)
  -16, 16, -7, -25, 10, -18, 1.1, -1.3, 15
- Cc1nnc(SCc2ccc(C(=O)c3ccc(Cl)cc3)o2)n1-c1ccccc1
  15, -16, -2, 4, 32, -7, 0.9, 0.9, .
- O=C(Nc1ccccc1C(=O)N1CCOCC1)c1ccncc1
  7, 16, 5, -16, -20, 16, -0.2, -0.6, 5
- O=C(c1cc2c(=O)oc3ccccc3c2s1)N1CCOCC1
  6, 46, 5, -16, -6, 29, -0.6, -0.5, 4
- COC(=O)CSc1nnc(-c2cnccn2)n1C
  -8, -12, -11, 2, -10, -8, 0.0, -0.3, 13
- CCCNC(=O)CS(=O)Cc1nc(-c2cccc(OC)c2)oc1C (centres undefined)
  8, 2, -9, -19, -12, -1, -0.1, -0.6, 6
- c1ccc(Cn2nnc3c(N4CCC5(CC4)OCCO5)ncnc32)cc1
  -5, 21, -7, ., 17, 4, 1.5, ., 11
- N#CC1=C(N)N(c2ccc(Br)cc2)C2=C(C(=O)CCC2)C1c1cccnc1 (centres undefined)
  9, 20, -3, -2, 9, -5, 0.2, -0.4, 11
- COc1cccc(Nc2c(F)c(F)c(F)c(F)c2C(=O)O)c1
  -8, -7, 3, -38, 11, 16, 0.1, -0.3, -7
- COC(=O)C1=C(C)N=C2SCCC(=O)N2C1/C=C/c1ccccc1 (centres undefined)
  5, -3, -11, -49, 3, 2, 0.9, -0.8, 13
- CCc1cc2ccc(C)cc2nc1SCC(=O)N1CCN(C(=O)c2ccco2)CC1
  19, 0, -17, -16, 36, -1, 1.1, -0.8, 9
- CCOC(=O)CNC(=O)c1sc(NC(=O)c2ccccc2F)nc1C
  -2, 29, 0, 14, -5, 53*, -1.2, -0.4, 0
- COC(=O)C1C(=O)NC(SC)=C(C#N)C1c1ccccc1 (centres undefined)
  8, 1, -3, -5, -12, -3, -0.1, 1.1, 4

Record cards, as listed above. Values in the order: 5HT1a antag, RORa activator, 5HT1E antag, S1P1 ag-PAM, Ecoli tolC, SF-1 act, 5HT1E ag, S1P3 agonist, AP ELISA ortho
O=C(c1cc2c(=O)oc3ccccc3c2s1)N1CCOCC1 as listed: 6, 46, 5, -16, -6, 29, -0.6, -0.5, 4
CCCNC(=O)CS(=O)Cc1nc(-c2cccc(OC)c2)oc1C (centres undefined) as listed: 8, 2, -9, -19, -12, -1, -0.1, -0.6, 6
